HT1080 viability = HT1080 cell viability loss – fluorescence readout (AID 620); hit rate 0.42% among 87,000; HT1080 viability, fluorescence; higher % means a stronger effect; cytotoxicity, % at 10 µM; hits with a dose series show EC50 in µM; in the data active = cytotoxicity above about 50%;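 note: cells exposed to compound overnight then 4 h with Alamar Blue; 0% = vehicle DMSO and 100% = killing control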
Numbers without * were called inactive. Some of the compounds tested, so the mix of outcomes need not match the whole.

Molecule	HT1080 viability
COc1ccc(OCCCN2CCCCCC2)cc1	-2%
CC(C)(C)n1nnnc1C(c1cccc(C#N)c1)N1CCCCCC1 (stereo unspecified)	-10%
CN(CC(=O)NCc1ccccn1)S(=O)(=O)c1ccccc1	-3%
CSCCC(NC(=O)c1ccco1)C(=O)OCC(=O)Nc1ncc(Cl)c(C)c1Cl (stereo unspecified)	-11%
COC(=O)[C@@]1(Cc2ccccc2)[C@H]2c3cc(C(=O)N(C)C)n(Cc4nc5ccccc5[nH]4)c3C[C@H]2CN1C(=O)c1ccccc1	-29%
Cc1nn(Cc2cccc(C(=O)NCC(C)C)c2)c(C)c1Br	-1%
O=C(CN(Cc1ccccc1Cl)C(=O)c1ccc(CN2CCOCC2)o1)NCC1CCCO1 (stereo unspecified)	-7%
COc1cc(-c2nnn(CC(=O)N3CCOCC3)n2)cc(OC)c1OC	-19%
c1ccc(Oc2nc(N3CCOCC3)nc(N3CCOCC3)n2)cc1	-2%
O=C(CSc1ccccc1)Nc1ccccc1C(=O)O	3%
Cc1ccccc1CN(c1ccc(C(=O)Nc2ccccc2C(=O)N2CCCC2)cc1)S(C)(=O)=O	1%
COc1ccc(C2=CSC(/N=C/c3ccc(F)cc3)=NN2)cc1	-2%
CC(=O)Nc1ccc(C(=O)N2CCCC2)cc1	-15%
CCCc1cc(=O)[nH]c(SCC(=O)C(C)(C)C)n1	-9%
CNC(=O)[C@@]1(Cc2ccccc2)C=C[C@@H](C)N1C(C)=O	-1%
CC(C)(C)NC(=O)C12CCC(C)(c3nc4ccccc4nc31)C2(C)C (stereo unspecified)	-9%
COc1ccc(C(C#N)N2N=C(C)CC2(C)C)cc1 (stereo unspecified)	-2%
Cc1ccc(S(=O)(=O)NCC(=O)N(CC(=O)NC(C)(C)C)Cc2cccs2)cc1	11%
O=C(NC1CCCCC1)N1CCN(C(=O)c2ccco2)CC1	6%
CCOC(=O)C1=C(CSc2nc(-c3ccccc3)ccc2C#N)OC(N)=C(C#N)C1c1ccccc1 (stereo unspecified)	-15%
CCCOc1ccc(OCCSc2nnc(N)s2)cc1	-2%
O=C(CCSc1nc(-c2ccc3c(c2)OCO3)cc(C(F)(F)F)n1)NCc1ccccc1	0%
Cc1ccccc1C(=O)Nc1cccc(NC(=O)c2ccc(-c3ccc(Br)cc3)o2)c1	0%
Cc1ccc(OCC(=O)Nc2ccc(F)cc2)cc1C	7%
O=C(CN1CCN(Cc2ccc(F)cc2Cl)C1=O)NCCc1ccc(Cl)cc1	3%

Sorted by heavy-atom count (ascending): some entries from above
Molecule	HT1080 viability
O=C(CSc1ccccc1)Nc1ccccc1C(=O)O	3%
CC(C)(C)n1nnnc1C(c1cccc(C#N)c1)N1CCCCCC1 (stereo unspecified)	-10%
O=C(CN1CCN(Cc2ccc(F)cc2Cl)C1=O)NCCc1ccc(Cl)cc1	3%

Following part:
Molecule	HT1080 viability
CCN1CCN(CCCNC(=O)c2cc3c(=O)[nH]c4ccccc4c3s2)CC1	8%
CCN(CC)CCn1c2ccccc2c2cnc(N)c(C#N)c21	39%
O=C(Nc1c(Cl)cc(Cl)cc1-c1nc2ccccc2s1)c1ccc(Br)o1	-17%
COc1ccc(NC(=O)CSc2ccc3c(c2)OCCO3)cc1OC	-9%
Cn1c(=O)n(Cc2ccccc2)c(=O)c2c1nc1n2CCCN1CCc1ccccc1	-14%
Cn1c(=O)c2c(ncn2Cc2ccccc2)n(C)c1=O	9%
CCCC[C@@H]1C[C@H]1C(NC(=O)c1cccnc1)c1ccc(Cl)cc1 (stereo partly specified)	14%
COC(=O)C1CCN(C(=O)Nc2ccc(OC)cc2)CC1	10%
COC(=O)[C@@H]1C[C@@]2(O)[C@@H](O)[C@@H](O)[C@@H](O)C[C@H]2N1Cc1ccc(C(C)(C)C)cc1	5%
C=CCSc1nnnn1-c1ccc(OC)cc1	-10%
COc1ccc(NC(=O)CN(Cc2ccccc2)S(C)(=O)=O)cc1	-12%
COc1ccc(C2=NOC(C(=O)NCc3ccco3)C2)cc1 (stereo unspecified)	6%
O=c1cc(NC2CCCCC2)c2ccccc2o1	7%
O=C(Cn1cccc1C(=O)c1ccccc1)NCc1ccccc1	14%
Clc1ccccc1CSC1=NCCCN1	-18%
CC(C)C(=O)Nc1cccc(S(=O)(=O)c2cccc(NC(=O)C(C)C)c2)c1	-6%
Cc1ccc(Cn2cccc2C2=NC(C)CO2)cc1 (stereo unspecified)	-14%
Cc1nc2c3ccccc3n(CCN3CCCCC3)c2s1	0%
CC(=O)c1cccc(NC(=O)c2ccc(N(Cc3ccccc3)S(C)(=O)=O)cc2)c1	7%
CC1(c2ccccc2)NC(=S)N2C1NC(=S)N2c1ccccc1 (stereo unspecified)	3%
CC(=O)c1cc(C#N)c(SCC(=O)O)nc1C	-4%
Cn1c(SCC(=O)NC(=O)NCc2ccco2)nnc1C(F)(F)F	-5%
CC1CCN(CCCNC(=O)c2ccc(CSCc3cccc(Cl)c3)o2)CC1	8%
Cn1c(CN2CCCCC2)nc2cc(NC(=O)c3ccccc3Cl)ccc21	2%
Nc1nc2nc(-c3ccc(Cl)cc3)cc(C(F)(F)F)n2n1	-7%
Cc1ccc(OCC(=O)O/N=C(\N)Cc2ccc(Cl)cc2)cc1	-2%
CCOc1ccc(/C(O)=C2/C(=O)C(=O)N(CC3CCCO3)C2c2ccco2)cc1 (stereo unspecified)	-13%
O=C(c1ccco1)N1CCN(C(=O)c2nn3cccnc3c2Cl)CC1	5%
CCC1(C)Cc2c(sc3nc(NN)n(C)c(=O)c23)CO1 (stereo unspecified)	-15%
CCOC(=O)C1=C(CCc2ccccc2)NC(=O)NC1c1cccc([N+](=O)[O-])c1 (stereo unspecified)	-28%
O=c1[nH]c2ccccc2nc1N1CCOCC1	-5%
CC(=O)Nc1ccc(NC(=O)CCCCCN2C(=O)c3ccccc3C2=O)cc1	22%
CCOc1ccc(OCCOc2ncnc3ccccc23)cc1	-11%
COC(CNC(=O)C1CC(=O)N(CCc2ccccc2)C1)OC (stereo unspecified)	-10%
Cc1cc[n+](CC(=O)c2cccs2)cc1	16%
O=C(Nc1cc(S(=O)(=O)N2CCCC2)ccc1Cl)C1=COCCO1	-11%
Cc1ccc(S(=O)(=O)N2CCN(C(=O)c3cc4c(C)nn(-c5ccccc5)c4s3)CC2)cc1	14%
O=C(Oc1cccnc1)c1cc(S(=O)(=O)N2CCCCC2)ccc1Cl	12%
COCC(=O)n1nc(-c2ccc(Cl)cc2)nc1NCc1ccc(F)cc1	11%
O=C(C1CCCN(Cc2cccc(F)c2)C1)N1CCCCC1 (stereo unspecified)	14%
CC(=O)Nc1ccc(N2CCCCC2)cc1	-6%
FC(F)(F)c1cc(-c2ccco2)nc(N2CCN(c3ccccc3)CC2)n1	6%
COc1ccc(N2C(=O)C3CCCN3C2=O)cc1 (stereo unspecified)	-6%
O=C(COc1ccc(Cl)cc1)N1CCN(S(=O)(=O)c2ccc(Cl)cc2)CC1	8%
COCCNC(=O)C1CCC(=O)N(c2ccc(OC)cc2)C1c1ccc(OC)c(OC)c1 (stereo unspecified)	2%
CCOC(=O)c1nnc(-c2ccc(C)cc2)nc1Sc1ccc(Cl)cc1	10%
COC(=O)CSc1nc(C)cc(C(F)(F)F)c1C#N	-8%
c1ccc(Cn2ncc3c(N4CCOCC4)ncnc32)cc1	-6%
COC(=O)[C@@]1(Cc2ccc(OC)cc2)[C@H]2c3cc(C(=O)N4CCCC4)n(Cc4ccc(O)c(OC)c4)c3C[C@H]2CN1C(=O)c1ccccc1	-10%
NC(=O)CSc1nnc(Cc2cccs2)n1C1CCCCC1	-10%

Random excerpt: four compounds from above
Molecule	HT1080 viability
c1ccc(Cn2ncc3c(N4CCOCC4)ncnc32)cc1	-6%
COC(CNC(=O)C1CC(=O)N(CCc2ccccc2)C1)OC (stereo unspecified)	-10%
O=C(COc1ccc(Cl)cc1)N1CCN(S(=O)(=O)c2ccc(Cl)cc2)CC1	8%
CCOc1ccc(OCCOc2ncnc3ccccc23)cc1	-11%

(listing goes on)
COC(=O)[C@@]1(Cc2ccccc2)[C@H]2c3cc(C(=O)N(C)C)n(CCN4CCNC4=O)c3C[C@H]2CN1C(=O)c1ccccc1
  HT1080 viability: -2%
Cc1cc(C)n(CC(O)COc2ccc(OCC(O)Cn3nc(C)cc3C)cc2)n1 (stereo unspecified)
  HT1080 viability: -1%
Cc1cccc(-n2ncc3c(N4CCCc5ccccc54)ncnc32)c1
  HT1080 viability: 17%
c1ccc(C(c2ccccc2)N2CCN(c3ccc4ccccc4n3)CC2)cc1
  HT1080 viability: 7%
COC(=O)C1=C(C)N(CC(C)C)C(=O)/C1=C\c1cccs1
  HT1080 viability: 21%
O=C(CCN1C(=O)c2ccccc2C1=O)NCc1ccco1
  HT1080 viability: -3%
CC(=Nc1ccc(C)cc1)c1sc2ccccc2c1O
  HT1080 viability: -5%
Cc1ccc(NC(=O)c2cc(N3C(=O)C4CC=CCC4C3=O)ccc2N2CCOCC2)cc1Cl (stereo unspecified)
  HT1080 viability: -8%
COc1ccc2c(c1)[nH]c1c(=O)n(CCCN3CCOCC3)cnc12
  HT1080 viability: -8%
CCOC(=O)C(=O)Nc1ccc(F)cc1
  HT1080 viability: 11%

Cc1cc(C)n(Cc2n[nH]c(=S)n2Cc2ccccc2)n1
  HT1080 viability: -3%
CCN(CC)S(=O)(=O)c1ccc(C)c(C)c1
  HT1080 viability: 5%
Cc1cc(C)n(-c2cc(Oc3ccccc3)ncn2)n1
  HT1080 viability: -4%
Cc1occc1C(=O)NN=C1C2CC3CC(C2)CC1C3
  HT1080 viability: 1%
CCn1c(SCC(=O)N2CCCCC2)nc(O)cc1=O
  HT1080 viability: 2%
C=CCN(C#N)c1nc(OC)nc(N2CCCC2)n1
  HT1080 viability: -12%
O=C(CSc1nnc(-c2ccncc2)n1Cc1ccco1)N1c2ccccc2Sc2ccc(Cl)cc21
  HT1080 viability: 6%
COC(=O)c1cccc(C23CC4(C2)[C@H](CN(Cc2cccnc2)[C@@H]4c2ccccc2)C3c2ccc(C(F)(F)F)cc2)c1 (stereo partly specified)
  HT1080 viability: -2%
O=C(CSc1nnnn1-c1ccc(O)cc1)Nc1ccc(N2CCOCC2)c(Cl)c1
  HT1080 viability: -13%
Cc1nc2ccc(C(=O)N3CCN(c4ccccc4)CC3)cc2s1
  HT1080 viability: 4%

COc1ccc(C(=O)c2nc3c(n2O)CCCCC3)cc1
  HT1080 viability: -3%
O=C(Cn1c(=O)c2c(ncn2Cc2ccccc2)n(Cc2ccccc2)c1=O)N1CCc2ccccc21
  HT1080 viability: -7%
CCCCn1c(-c2nn(C)cc2Cl)n[nH]c1=S
  HT1080 viability: -8%
COCCCn1c(SCc2nc3ccccc3c(=O)[nH]2)nc2ccccc2c1=O
  HT1080 viability: 8%
CCN(CC(=O)NC(=O)NC1CCCCC1)Cc1nc2ccccc2c(=O)[nH]1
  HT1080 viability: -14%
COCCNC(=O)C(c1cccs1)N(C(=O)Cn1nnc2ccccc21)c1ccc(OC)cc1 (stereo unspecified)
  HT1080 viability: 8%
CC1=CS(=O)(=O)CC1Sc1ncn[nH]1 (stereo unspecified)
  HT1080 viability: 2%
CCCc1cc(-n2cnc3ccccc32)n2c(nc3ccccc32)c1C#N
  HT1080 viability: 4%
Cc1nc(-c2cccc(NS(=O)(=O)c3ccccc3)c2)cs1
  HT1080 viability: 9%
CC(C)c1ccc(C2NC(C(=O)O)CS2)cc1 (stereo unspecified)
  HT1080 viability: 1%
c1ccc(CN2CCN(c3nc(-c4ccccc4)nc4ccccc34)CC2)cc1
  HT1080 viability: -6%
CCN(N=Nc1cccc([N+](=O)[O-])c1)c1cccc([N+](=O)[O-])c1
  HT1080 viability: 17%
O=C(Cc1ccc(F)cc1)c1ccc(O)cc1O
  HT1080 viability: 0%

Of the compounds above, 13 contain fluorine.
COc1ccc(C2=CSC(/N=C/c3ccc(F)cc3)=NN2)cc1
  HT1080 viability: -2%
O=C(CCSc1nc(-c2ccc3c(c2)OCO3)cc(C(F)(F)F)n1)NCc1ccccc1
  HT1080 viability: 0%
Cc1ccc(OCC(=O)Nc2ccc(F)cc2)cc1C
  HT1080 viability: 7%
O=C(CN1CCN(Cc2ccc(F)cc2Cl)C1=O)NCCc1ccc(Cl)cc1
  HT1080 viability: 3%
Cn1c(SCC(=O)NC(=O)NCc2ccco2)nnc1C(F)(F)F
  HT1080 viability: -5%
Nc1nc2nc(-c3ccc(Cl)cc3)cc(C(F)(F)F)n2n1
  HT1080 viability: -7%
COCC(=O)n1nc(-c2ccc(Cl)cc2)nc1NCc1ccc(F)cc1
  HT1080 viability: 11%
O=C(C1CCCN(Cc2cccc(F)c2)C1)N1CCCCC1 (stereo unspecified)
  HT1080 viability: 14%
FC(F)(F)c1cc(-c2ccco2)nc(N2CCN(c3ccccc3)CC2)n1
  HT1080 viability: 6%
COC(=O)CSc1nc(C)cc(C(F)(F)F)c1C#N
  HT1080 viability: -8%
CCOC(=O)C(=O)Nc1ccc(F)cc1
  HT1080 viability: 11%
COC(=O)c1cccc(C23CC4(C2)[C@H](CN(Cc2cccnc2)[C@@H]4c2ccccc2)C3c2ccc(C(F)(F)F)cc2)c1 (stereo partly specified)
  HT1080 viability: -2%

O=C(Cc1ccc(F)cc1)c1ccc(O)cc1O
  HT1080 viability: 0%
